High-throughput results as filed in PubChem BioAssay.
CHRM4 agonist = CHRM4 agonism in calcium assay. activation, % at 3 µM. CHO-K1 hM4/Gqi5, Fluo-8 calcium fluorescence; vehicle 0%, full acetylcholine response 100%. P08173. actives 0.14% (n = 360,000);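 active = activation above the run mean over all test wells plus 3 SD, cut at about 32% in these data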;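 also: peak over basal fluorescence ratio per well then scaled between controls; 0% = DMSO wells and 100% = acetylcholine at EC100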
Target sequence (P08173 whole entry, looked up): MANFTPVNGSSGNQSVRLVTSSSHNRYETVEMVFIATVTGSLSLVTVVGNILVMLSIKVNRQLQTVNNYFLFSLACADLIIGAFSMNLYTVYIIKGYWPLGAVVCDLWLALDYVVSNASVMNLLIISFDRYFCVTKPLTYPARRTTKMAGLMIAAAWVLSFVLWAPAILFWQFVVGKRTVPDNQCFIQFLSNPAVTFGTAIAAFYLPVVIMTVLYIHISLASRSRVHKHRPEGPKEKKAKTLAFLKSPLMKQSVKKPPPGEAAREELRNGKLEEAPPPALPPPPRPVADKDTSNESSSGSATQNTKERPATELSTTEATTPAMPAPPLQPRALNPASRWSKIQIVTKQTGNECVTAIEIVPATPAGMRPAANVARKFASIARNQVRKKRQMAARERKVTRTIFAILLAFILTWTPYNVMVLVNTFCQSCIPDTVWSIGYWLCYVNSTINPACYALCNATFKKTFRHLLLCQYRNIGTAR
M4 antag = CHRM4 antagonism in calcium assay. P08173. CHO-hM4 cells, ACh EC80, Fluo-8 calcium fluorescence. inhibition, % at 3 µM. actives 0.73% (n = 360,000);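 active = inhibition above its plate's cutoff, the mean inhibition of sample wells plus 3 SD, cut at about 27% in these data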;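 also: 0% = acetylcholine EC80 with DMSO and 100% = DMSO without agonist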
CHRM5 antagonist = CHRM5 antagonism in calcium assay; P08912; CHO-hM5 cells, Fluo-8 calcium fluorescence, ACh EC80; inhibition, % at 3 µM; actives 0.59% (n = 360,000); AID 624040;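 active = inhibition above a per-plate cutoff, the mean of that plate's test compounds plus 3 SD, cut at about 27% in these data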;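 also: 0% = acetylcholine EC80 with DMSO and 100% = DMSO without agonist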
Target sequence (P08912 whole entry, looked up): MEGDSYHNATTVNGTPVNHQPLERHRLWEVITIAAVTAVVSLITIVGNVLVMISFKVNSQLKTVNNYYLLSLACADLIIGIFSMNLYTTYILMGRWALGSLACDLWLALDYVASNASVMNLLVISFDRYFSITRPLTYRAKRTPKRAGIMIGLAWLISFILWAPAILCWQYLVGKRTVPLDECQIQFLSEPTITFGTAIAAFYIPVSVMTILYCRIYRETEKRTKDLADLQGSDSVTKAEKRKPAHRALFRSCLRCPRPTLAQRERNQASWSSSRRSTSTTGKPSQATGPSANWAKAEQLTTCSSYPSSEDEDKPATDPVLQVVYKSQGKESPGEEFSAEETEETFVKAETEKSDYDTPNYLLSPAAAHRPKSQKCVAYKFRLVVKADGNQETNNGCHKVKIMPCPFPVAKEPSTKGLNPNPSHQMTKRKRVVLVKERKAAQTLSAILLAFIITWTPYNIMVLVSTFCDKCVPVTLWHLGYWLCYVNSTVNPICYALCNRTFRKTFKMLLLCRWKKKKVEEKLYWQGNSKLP
M4 PAM = CHRM4 positive allosteric modulation; CHO-K1 hM4/Gqi5, Fluo-8 calcium fluorescence, ACh EC20; 0% = ACh EC20, 100% = maximal ACh; P08173; activation, % at 3 µM; actives 0.4% (n = 360,000);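 active = activation above its plate's cutoff, the mean activation of sample wells plus 3 SD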; also: some results filed as inactive read as strong as hits
IDE inh = inhibitors of human insulin-degrading enzyme in cells. actives 0.41% (n = 320,000). P14735. AID 434962. inhibition, % at 5.59 µM. HEK cells, FAbetaB cleavage, fluorescence polarization;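 active = percent inhibition above the average of all tested compounds plus 3 SD, set per screening campaign, cut at about 16% in these data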;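 also: IDE supplied by intact live HEK cells; FP after avidin binding of uncleaved biotin substrate so inhibition keeps polarization high; 0% = DMSO wells and 100% = 60 µM reference IDE inhibitor Ii1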
CRFBP-R2 agonist = agonists of human CRF-binding protein/CRF-R2 receptor complex | AID 588473 | actives 0.46% (n = 350,000) | activation, % at 13.2 µM | HEK293 CRF-R2/CRF-BP, calcium dye fluorescence (FLIPR); percent of saturating CRF peptide response;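 active = activation of at least 50%, plus an integration ratio under a set limit after plate pattern correction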;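 also: plate controls were neutral control wells without compound for no effect and CRF at EC100 for full effect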
CHRM5 agonist = agonists of human muscarinic M5 receptor (CHRM5) | AID 624037 | activation, % at 3 µM | actives 0.19% (n = 360,000) | P08912 | CHO-K1 hM5 cells, Fluo-8 calcium fluorescence; 0% DMSO wells, 100% maximal acetylcholine response;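 active = activation above the run's mean over test compounds plus 3 SD, cut at about 23% in these data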;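 also: signal is peak over basal fluorescence ratio across the kinetic read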
M5 PAM = positive allosteric modulators of human muscarinic M5 receptor | P08912 | CHO-K1 hM5, Fluo-8 calcium, ACh EC20 PAM; 0% = ACh EC20, 100% = ACh EC100 | activation, % at 3 µM | actives 0.3% (n = 360,000) | AID 624038;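 active = activation above the run cutoff, the mean activation of all test compounds plus 3 SD, cut at about 18% in these data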
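Replicates: One well per compound, no replicates | System: Human M5 receptor in CHO-K1 cells | Benchmarks: Low control EC20 acetylcholine (0%), high control EC100 acetylcholine (100%) | Probe or stimulus: Acetylcholine, EC20 level | Times: Fluo-8 loading 80 min at 37 °C plus 30 min room temperature | Signal: Intracellular calcium via Fluo-8 fluorescence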
CRFBP-R2 block = CRF-BP/CRF-R2 complex antagonism | AID 588475 | HEK293 CRF-R2/CRF-BP, CRF-induced calcium fluorescence | actives 0.59% (n = 350,000) | inhibition, % at 11.8 µM;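 active = inhibition of the ligand-induced calcium signal above about 50% at the single tested concentration, limit read from the data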
* marks the source's active call; other numbers are inactive results; / = no result given.

SMILES	CHRM4 agonist	M4 antag	CHRM5 antagonist	M4 PAM	IDE inh	CRFBP-R2 agonist	CHRM5 agonist	M5 PAM	CRFBP-R2 block
Cc1ccc(NC(=O)c2ccc(Nc3c([N+](=O)[O-])cc([N+](=O)[O-])cc3[N+](=O)[O-])cc2)cc1	7	-4	11	6	16	6.0	0	-10	19
Cn1c(=O)c2c(nc(CN3CCc4ccccc4C3)n2Cc2cccc(Cl)c2)n(C)c1=O	5	0	6	-4	0	-5.3	-2	-9	2
NC(=O)c1c(NC(=O)c2ccncc2)sc2c1CCCC2	2	2	6	7	0	0.4	3	3	7
O=C(NCc1ccccn1)/C(=N/O)c1ccccc1	1	-3	-1	5	-1	-2.9	-2	2	-8
Clc1ccc2nc(C3CCCCC3)c(CC3CCCCC3)n2c1	0	-8	5	4	/	/	-2	5	/
CCOC(=O)N1CCN(C(=O)COC(=O)c2ccc(O)cc2O)CC1	-1	-3	5	2	-7	5.8	2	-2	-3
CC(=O)N1CCOc2ccc(S(=O)(=O)N3CCCC(C)C3)cc21 (configuration not stated)	3	-1	-2	-8	0	-1.4	-4	-2	-12
O=C(Cc1cccc2ccccc12)Nc1ccccc1C(=O)O	-3	-4	6	4	12	-0.9	0	8	-9
CCOC(=O)c1ccc(NC(=O)c2c(NC(=O)CCC(=O)O)sc3c2CCCCC3)cc1	2	1	2	-1	2	1.0	0	4	-43
Cc1ccc2c(c1)CCCN2CC(=O)Nc1cccc(S(=O)(=O)N2CCCC2)c1	5	16	5	-8	0	27	0	-8	-20
Cc1ccc(S(=O)(=O)Nc2cc(=O)[nH]c3c2CCC3)cc1	0	-3	16	11	-5	-2.7	-2	1	-2
Cc1occc1C(=O)Nc1ccc([N+](=O)[O-])cc1Br	0	5	-3	3	-3	-0.1	-2	0	-10
COc1ccc(-n2nc3c(c2NC(=O)CCCCl)CSC3)cc1	1	5	14	-2	3	-0.1	-3	-6	2
Cc1ccc2cccc(OCC(=O)Nc3ccc4c(c3)OCO4)c2n1	7	-12	-1	-3	1	-0.5	-1	1	0
Cc1nc2ccc(Br)cc2c2c1CC(CBr)O2 (configuration not stated)	0	-2	1	-8	1	0.5	-16	-4	6
COc1ccc(CCNC(=O)COC(=O)Cc2ccc(OC)cc2)cc1	2	-7	5	2	-2	-1.0	-1	-10	4
O=C(CSCc1cnn(-c2ccccc2)c1-n1cccc1)NCc1ccc2c(c1)OCO2	1	-9	-8	-1	/	1.1	-4	0	34
CCCCN(CCCC)S(=O)(=O)c1ccc(C(=O)Nc2nnc(CSC)o2)cc1	1	-9	4	2	-1	1.4	1	4	-1
COCCNC(=O)c1onc(CSc2nc3ccccc3[nH]2)c1C(=O)NCCOC	0	3	7	0	5	-0.6	0	7	-2
CCc1noc(C)c1C(=O)Nc1ccc(F)c(F)c1	1	-3	-3	7	1	-1.8	-2	10	-5
Cc1ccc(CSc2ncn(-c3ccccc3)n2)cc1	-2	-3	4	0	-2	-0.6	-3	-6	23
COc1cc(C(=O)NC(C)c2ccc(S(N)(=O)=O)cc2)ccc1OCC(=O)N1CCOCC1 (configuration not stated)	1	-5	5	3	1	1.0	-1	-3	-5
Cc1nnc(-c2ccc(Cl)cc2)nc1NCCN(C)C	1	6	10	4	-5	-1.1	0	4	-3
CC(Oc1cccc(NC(=O)c2cccs2)c1)C(=O)c1ccccc1 (configuration not stated)	3	-3	-13	-6	-1	-0.2	3	7	47
CCC(=O)NC(c1cccs1)c1ccc2cccnc2c1O (configuration not stated)	2	-1	6	-7	-4	-1.7	-16	-1	6
O=C1c2ccccc2C(=O)c2c(NCCCN(CCO)CCO)cccc21	1	-2	23	0	/	-1.4	-4	-7	8
CCOc1ccc(NC2c3ccccc3C(=O)N2c2ccc(Cl)cn2)cc1 (configuration not stated)	0	14	15	-14	5	-1.0	-2	-13	13
O=C(COc1ccc2c(-c3ccccc3)cc(=O)oc2c1)NCCCn1ccnc1	3	-15	-2	5	5	-1.7	-4	3	3
CC(=O)c1ccc(NC(=S)N2CCCC(CO)C2)cc1 (configuration not stated)	1	9	-1	-16	1	-0.3	-1	-5	0
Nc1ccc2oc(-c3ccccn3)nc2c1	1	-7	7	1	2	1.0	-4	4	-2
O=C1c2ccccc2-c2onc3ccc(Oc4ccccc4)c1c23	12	25	21	0	9	18	4	-1	-66
Cc1ccc(S(=O)(=O)CCc2ccncc2)cc1	2	3	-12	-5	-4	3.0	1	2	-5
O=C(Nc1nnc(-c2ccc(F)cc2)o1)c1cccc([N+](=O)[O-])c1	1	-1	4	16	1	38	-1	0	6
COc1ccc(-n2c(C)n[nH]c2=O)cc1	1	-7	1	1	0	-0.2	-3	-4	7
Cc1ccccc1C(=O)Nc1ccc(N(C)C)c2ccccc12	4	-1	5	1	-3	-2.0	-13	-5	29
O=C(NCC(=O)N(c1ccc(F)cc1)C(C(=O)NC1CCCC1)c1cccnc1)c1ccco1 (configuration not stated)	-1	-12	12	-4	4	1.5	-2	1	16
CCOc1ccc(N2C(=O)C(Cl)=C(Nc3ccccc3O)C2=O)cc1	19	-10	8	-9	-3	15	5	-17	-63
COc1ccccc1N(CC(=O)N/N=C/c1ccc(SC)cc1)S(C)(=O)=O	14	-1	15	-14	7	-3.2	-1	-16	0
COc1ccccc1N1CCN(S(=O)(=O)c2ccc3c(c2)oc(=O)n3C)CC1	2	2	27*	1	2	1.0	-2	-13	-3
CN(C)c1ccc(/C=[N+](\[O-])C2SC(=S)N(C)C2(C)C)cc1 (configuration not stated)	-1	-2	3	6	4	-0.2	-7	-5	0
O=C1C(=Cc2ccc(Cl)cc2)Cc2ccccc21	-1	-6	-6	4	/	/	0	0	/
COC(=O)c1ccc(NC(=O)CSc2nc3ncccc3[nH]2)cc1	17	2	1	-7	3	3.0	7	-4	-21
Cc1ccc(OCC(=O)Nc2cccc(-c3nnc(-c4ccccc4)o3)c2)cc1	5	-27	-14	1	3	5.4	0	0	-34
CN(CC(=O)NC1CCCCCC1)S(=O)(=O)c1ccccc1	2	1	-4	-4	-4	-9.7	5	3	-11
Oc1ccc(/C=N/N2CCN(c3ccccn3)CC2)cc1	2	-1	-7	-1	-3	3.0	0	2	-17
Cc1ccc(NC(=O)CN2C(=O)NC3(CCCCCC3)C2=O)cc1Cl	3	-14	4	1	5	-0.2	-2	-1	-14
CCOC(=O)C1CCN(c2cc(=O)n(Cc3ccc(F)cc3)c(=O)[nH]2)CC1	1	4	0	-11	-4	2.7	2	-9	-9
COc1cccc(CNC(=O)CCC2CCCN(C(=O)C3=CC(=O)CC(C)(C)O3)C2)c1 (configuration not stated)	2	-2	-4	-2	-6	-1.3	0	5	1
C=CCn1nc(-c2ccccc2)cc1C(=O)OCC	-2	-13	-5	19	-3	0.0	5	21*	-8
Cc1ccc(NC(=O)CCSc2nnc(-c3ccco3)o2)cc1	1	-4	-3	2	0	1.1	-5	-7	16
Cc1ccc(S(=O)(=O)N(C)CC(=O)N2CCN(Cc3ccccc3)CC2)cc1	4	-13	-9	4	/	-0.4	-3	4	-10
Cc1ccc2nc(-c3ccncc3)cc(C(=O)Nc3ccc4c(c3)OCCO4)c2c1	8	-1	7	-11	2	-3.7	-2	-5	19
CCOc1ccc(-c2ccc(NS(=O)(=O)c3cc([N+](=O)[O-])c(C)c([N+](=O)[O-])c3)cc2)nn1	6	-15	-21	-2	1	-3.0	-4	-6	10
CSc1nc2ccccc2n1CC(=O)Nc1c(C)n(C)n(-c2ccccc2)c1=O	1	6	12	2	-9	21	1	-6	-43
COc1ccc(N2CCN(C(=O)CCNC(=O)Cn3ccc4ccccc4c3=O)CC2)cc1	2	8	13	-8	-2	-1.9	-1	-11	1
CCOc1ccc(NC(=O)CCCc2cc(-c3ccc(OCC)cc3)on2)cc1	0	4	-8	-1	-1	-0.8	-1	8	8
CCOC(=O)C1=CCN(S(=O)(=O)c2ccccc2Cl)C1c1ccc(C)cc1 (configuration not stated)	1	-6	6	-13	/	/	-5	-10	/
Cc1ccccc1C(=O)c1c[nH]c(C(=O)NCCCn2ccnc2)c1	0	-1	-10	1	1	-0.2	-5	1	-6
CC(C)(C)OC(=O)n1cccc1/C=C1\c2ccccc2C(=O)N1c1ccccc1	3	-13	1	-2	/	0.5	1	0	10
CC1(C)C2CCC1(C)C(OC(=O)C[n+]1ccccc1)C2 (configuration not stated)	1	3	0	2	5	-2.6	-16	0	8
O=C(Nc1ccn(Cc2ccccc2)n1)c1ccc2c(c1)OCO2	1	7	5	-1	-4	-0.4	-2	-5	8

By substructure: the entries above with an aryl methoxy group (8)
SMILES	CHRM4 agonist	M4 antag	CHRM5 antagonist	M4 PAM	IDE inh	CRFBP-R2 agonist	CHRM5 agonist	M5 PAM	CRFBP-R2 block
COc1ccc(-n2nc3c(c2NC(=O)CCCCl)CSC3)cc1	1	5	14	-2	3	-0.1	-3	-6	2
COc1ccc(CCNC(=O)COC(=O)Cc2ccc(OC)cc2)cc1	2	-7	5	2	-2	-1.0	-1	-10	4
COc1cc(C(=O)NC(C)c2ccc(S(N)(=O)=O)cc2)ccc1OCC(=O)N1CCOCC1 (configuration not stated)	1	-5	5	3	1	1.0	-1	-3	-5
COc1ccc(-n2c(C)n[nH]c2=O)cc1	1	-7	1	1	0	-0.2	-3	-4	7
COc1ccccc1N(CC(=O)N/N=C/c1ccc(SC)cc1)S(C)(=O)=O	14	-1	15	-14	7	-3.2	-1	-16	0
COc1ccccc1N1CCN(S(=O)(=O)c2ccc3c(c2)oc(=O)n3C)CC1	2	2	27*	1	2	1.0	-2	-13	-3
COc1cccc(CNC(=O)CCC2CCCN(C(=O)C3=CC(=O)CC(C)(C)O3)C2)c1 (configuration not stated)	2	-2	-4	-2	-6	-1.3	0	5	1
COc1ccc(N2CCN(C(=O)CCNC(=O)Cn3ccc4ccccc4c3=O)CC2)cc1	2	8	13	-8	-2	-1.9	-1	-11	1

Copied from the list:
`CCOc1ccc(NC(=O)CCCc2cc(-c3ccc(OCC)cc3)on2)cc1` in IDE inh is listed with -1
`CC(C)(C)OC(=O)n1cccc1/C=C1\c2ccccc2C(=O)N1c1ccccc1` in M5 PAM is listed with 0

Rows are unselected; overall some 2.9% were active at least once.
